Compound activity: PubChem BioAssay, several laboratories
EBNA-1 inhibitor = blocks EBNA-1 binding to DNA; EBNA-1 DNA binding, fluorescence polarization; inhibition, % at 14.8 µM; 300,000 tested, 0.34% active; AID 1950; in the data active means inhibition above about 28%
Efflux pump inh = blocks antifungal efflux pumps in multiplex yeast assay; 330,000 tested, 0.44% active; inhibition, % at 10 µM; AID 485275; S. cerevisiae Candida pump triplex, Nile Red efflux;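 active means plate passing quality check with inhibition over a set limit, or well fluorescence over plate mean plus 4 SD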;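 further: Nile Red retained in pooled yeast measured as flow cytometry median fluorescence; 0% = buffer negative control and 100% = Enniatin B positive control; higher means more Nile Red kept so more efflux inhibition; some compounds called inactive have numbers as strong as hits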
Bcl-xL primary = Bcl-xL (human) inhibition | inhibition, % at 10.9 µM | AID 2129 | GST-Bcl-xL / FITC-Bim BH3 peptide fluorescence polarization | Q07817 | 320,000 tested, 0.7% active;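 active means inhibition above the mean of all tested compounds plus 3 SD, cutoff set per campaign, cut at about 30% in these data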;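 further: 0% = DMSO wells and 100% = unlabeled Bim-BH3 peptide competitor; inhibitors lower millipolarization by displacing the labeled peptide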
Target sequence (Q07817 whole entry, looked up): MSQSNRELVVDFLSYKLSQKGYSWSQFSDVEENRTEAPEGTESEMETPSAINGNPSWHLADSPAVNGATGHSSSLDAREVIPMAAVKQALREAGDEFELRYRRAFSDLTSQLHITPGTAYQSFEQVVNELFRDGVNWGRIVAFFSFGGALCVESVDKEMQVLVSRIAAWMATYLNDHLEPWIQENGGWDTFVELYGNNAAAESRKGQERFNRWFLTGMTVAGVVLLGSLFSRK
GLD-1 RNA inh = GLD-1-TGE RNA interaction inhibition (C. elegans); Q17339; purified GLD-1 + fluorescein TGE RNA, fluorescence polarization; inhibition, % at 5.96 µM; 320,000 tested, 0.44% active; AID 2280;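 active means percent inhibition above a per-plate cutoff, the plate mean of test compounds plus 3 SD, cut at about 30% in these data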;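 further: 0% = DMSO wells with GLD-1 and probe and 100% = wells lacking GLD-1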
Yeast superoxide = caloric restriction mimetics inhibiting age-related superoxide in yeast; S. cerevisiae aged cells, superoxide DHE fluorescence; active compounds read low; superoxide response (% of plate mean), % at 10 µM; 330,000 tested, 0.18% active;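 active means superoxide response under a set limit, about three screen SD below normal, cut at about 65% in these data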;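 further: yeast aged for seven days with compound at 30 °C before DHE staining; 100% = average MFI of all compound-treated wells on the plate with controls excluded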
MCL1 BIM primary = disrupts human MCL1 binding to BIM-BH3 peptide. 320,000 tested, 0.68% active. AID 2057. inhibition, % at 10.9 µM. GST-MCL1 / FITC-Bim-BH3 fluorescence polarization;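 active means inhibition above the mean inhibition of all tested compounds plus 3 SD, set per campaign, cut at about 40% in these data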;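 further: 0% = DMSO wells and 100% = unlabeled Bim-BH3 peptide control; higher means more loss of mP so more displacement of Bim peptide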
MEX-5 binding = C. elegans MEX-5 TCR-2 RNA binding activity | activity score (negative = inhibition of binding), % at 10 µM | AID 1832 | Q9XUB2 | 300,000 tested, 0.38% active | MEX-5/FITC-TCR2 RNA binding, fluorescence polarization; active compounds read low;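 active means inhibition past about -25% in most replicates, and total fluorescence under double the plate's negative control median, limit read from the data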;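 further: 0% = DMSO and -100% = 5 µM competing unlabeled TCR2 RNA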
Target sequence (Q9XUB2 whole entry, looked up): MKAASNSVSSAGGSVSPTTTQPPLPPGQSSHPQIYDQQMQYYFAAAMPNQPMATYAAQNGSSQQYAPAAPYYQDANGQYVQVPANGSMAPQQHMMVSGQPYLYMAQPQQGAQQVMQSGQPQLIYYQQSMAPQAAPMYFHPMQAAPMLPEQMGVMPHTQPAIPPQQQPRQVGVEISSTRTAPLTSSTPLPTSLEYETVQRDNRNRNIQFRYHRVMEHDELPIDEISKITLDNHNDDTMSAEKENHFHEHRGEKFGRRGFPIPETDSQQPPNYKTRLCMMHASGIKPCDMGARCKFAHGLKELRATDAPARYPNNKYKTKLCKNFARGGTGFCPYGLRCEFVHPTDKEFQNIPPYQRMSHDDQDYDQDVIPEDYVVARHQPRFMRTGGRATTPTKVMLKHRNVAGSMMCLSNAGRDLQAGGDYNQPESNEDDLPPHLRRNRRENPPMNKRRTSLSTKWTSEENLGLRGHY
ZTA counter = ZTA (EBV) inhibition in EBNA-1 counter-screen | AID 2234 | inhibition, % at 11 µM | ZTA-DNA binding, fluorescence polarization | 320,000 tested, 0.15% active; in the data active means inhibition above about 33%
Target sequence (P03206 whole entry, looked up): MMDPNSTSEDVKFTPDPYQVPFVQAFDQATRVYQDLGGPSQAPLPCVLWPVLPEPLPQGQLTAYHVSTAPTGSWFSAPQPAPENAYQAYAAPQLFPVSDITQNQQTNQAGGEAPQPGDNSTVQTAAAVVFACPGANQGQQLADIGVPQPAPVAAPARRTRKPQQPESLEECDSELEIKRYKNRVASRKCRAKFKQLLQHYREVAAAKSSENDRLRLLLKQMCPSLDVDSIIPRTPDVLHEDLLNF
Fam108B counter = blocks mouse Fam108B hydrolase in RBBP9 counter-screen; recombinant Fam108B, FP-Rh probe fluorescence polarization; inhibition, % at 9.51 µM; 300,000 tested, 0.33% active;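 active means inhibition above the screen mean inhibition plus 3 SD, computed separately per campaign, cut at about 18% in these data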;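 further: inhibitors lower polarization as less probe binds the enzyme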
* hit, by the source's call.

What do the screens show for `O=C(c1cccc(F)c1F)N1CCCC1`?
EBNA-1 inhibitor: 3; Efflux pump inh: 0.0; Bcl-xL primary: 5; GLD-1 RNA inh: 1; Yeast superoxide: 89; MCL1 BIM primary: 4; MEX-5 binding: -2.4; ZTA counter: -5; Fam108B counter: 1

How did CC(C)C(c1nnnn1Cc1ccc(F)cc1)N1CCN(C(=O)c2ccco2)CC1 (stereo not drawn) do in these assays?
EBNA-1 inhibitor: 0; Efflux pump inh: 0.0; Bcl-xL primary: 12; GLD-1 RNA inh: 7; Yeast superoxide: 90; MCL1 BIM primary: 17; MEX-5 binding: -3.0; ZTA counter: 9; Fam108B counter: -6

What do the screens show for `C=CCN1CCN(C(=O)c2cc3c(s2)CCC(CC)C3)CC1` (stereo not drawn)?
EBNA-1 inhibitor: 3; Efflux pump inh: 0.0; Bcl-xL primary: 2; GLD-1 RNA inh: 5; Yeast superoxide: 99; MCL1 BIM primary: 5; MEX-5 binding: -2.2; ZTA counter: -9; Fam108B counter: 2

Results for CCCc1cc(=O)oc2c(C)c(OCC(=O)NCCCN3CCOCC3)ccc12 ?
EBNA-1 inhibitor: -12; Efflux pump inh: -0.1; Bcl-xL primary: 10; GLD-1 RNA inh: -2; Yeast superoxide: 84; MCL1 BIM primary: 11; MEX-5 binding: -2.4; ZTA counter: -15; Fam108B counter: 2

Results for C/C(N)=C(\C#N)C(=O)NCc1ccccn1 ?
EBNA-1 inhibitor: 4; Efflux pump inh: 0.1; Bcl-xL primary: -1; GLD-1 RNA inh: -4; Yeast superoxide: 101; MCL1 BIM primary: 1; MEX-5 binding: -1.3; ZTA counter: -2; Fam108B counter: -1

How did COCCSc1nnc(-c2cccc(C#N)c2)n1C do in these assays?
EBNA-1 inhibitor: -12; Efflux pump inh: 0.1; Bcl-xL primary: -2; GLD-1 RNA inh: 2; Yeast superoxide: 129; MCL1 BIM primary: -9; MEX-5 binding: -4.4; ZTA counter: -2; Fam108B counter: 4

What do the screens show for `CN(C)S(=O)(=O)N1CCC(Oc2ccc(C(=O)N3C[C@H]4CC[C@H]3C4)cc2)CC1`?
EBNA-1 inhibitor: 6; Efflux pump inh: -0.1; Bcl-xL primary: 2; GLD-1 RNA inh: -4; Yeast superoxide: 102; MCL1 BIM primary: -9; MEX-5 binding: -0.7; ZTA counter: -23; Fam108B counter: 0

Results for COc1ccc(C(=O)Nc2sc(C)c(C)c2CN2CC(C)OC(C)C2)cc1 (stereo not drawn) ?
EBNA-1 inhibitor: -1; Efflux pump inh: 0.1; Bcl-xL primary: 1; GLD-1 RNA inh: 3; Yeast superoxide: 98; MCL1 BIM primary: 2; MEX-5 binding: 0.2; ZTA counter: -15; Fam108B counter: 5

Results for CCOc1ccc(S(=O)(=O)NCc2ccco2)cc1 ?
EBNA-1 inhibitor: 5; Efflux pump inh: 0.0; Bcl-xL primary: -4; GLD-1 RNA inh: 2; Yeast superoxide: 105; MCL1 BIM primary: -5; MEX-5 binding: -2.1; ZTA counter: -3; Fam108B counter: 3

What do the screens show for `O=C(O)/C(=C1/OC(=O)c2ccccc21)c1ccccc1`?
EBNA-1 inhibitor: 0; Efflux pump inh: 0.0; Bcl-xL primary: 5; GLD-1 RNA inh: 9; Yeast superoxide: 109; MCL1 BIM primary: 3; MEX-5 binding: -0.4; ZTA counter: -3; Fam108B counter: -1

Results for COCCNC(=O)/C(C#N)=C/c1ccc(C(=O)O)cc1 ?
EBNA-1 inhibitor: -2; Efflux pump inh: -0.1; Bcl-xL primary: 3; GLD-1 RNA inh: 2; Yeast superoxide: 98; MCL1 BIM primary: 2; MEX-5 binding: 0.0; ZTA counter: 6; Fam108B counter: 1

How did CC(C)C(=O)NNC(=O)CSc1nc(C2CCCCC2)nc2ccccc12 do in these assays?
EBNA-1 inhibitor: 8; Efflux pump inh: -0.1; Bcl-xL primary: 4; GLD-1 RNA inh: 1; Yeast superoxide: 92; MCL1 BIM primary: 0; MEX-5 binding: 1.9; ZTA counter: -18; Fam108B counter: -4

What do the screens show for `Cc1cc(C)c2c(c1)c(C)cc1nnc(SCC(=O)c3cccs3)n12`?
EBNA-1 inhibitor: 7; Efflux pump inh: -0.1; Bcl-xL primary: -3; GLD-1 RNA inh: 0; Yeast superoxide: 111; MCL1 BIM primary: -2; MEX-5 binding: -1.3; ZTA counter: 10; Fam108B counter: -2

Results for CCc1ccc(C(=O)NNC(=O)CCc2nc3ccccc3c(=O)[nH]2)cc1 ?
EBNA-1 inhibitor: 0; Efflux pump inh: 0.0; Bcl-xL primary: 16; GLD-1 RNA inh: 9; Yeast superoxide: 99; MCL1 BIM primary: 11; MEX-5 binding: -2.4; ZTA counter: 11; Fam108B counter: 5

How did CCOC(=O)C1CCCCN1Cc1cc(Cl)ccc1O (stereo not drawn) do in these assays?
EBNA-1 inhibitor: -4; Efflux pump inh: 0.1; Bcl-xL primary: 0; GLD-1 RNA inh: 0; Yeast superoxide: 99; MCL1 BIM primary: -3; MEX-5 binding: 1.2; ZTA counter: 0; Fam108B counter: -3

How did Cc1cc(NC(=O)COC(=O)C2CC2)ccc1Br do in these assays?
Efflux pump inh: 0.1; Bcl-xL primary: -5; GLD-1 RNA inh: -5; Yeast superoxide: 85; MCL1 BIM primary: 0; ZTA counter: -1

Results for C/C(=C\C(=O)c1ccccc1)NCc1ccc(F)cc1 ?
EBNA-1 inhibitor: 1; Efflux pump inh: -0.2; Bcl-xL primary: -1; GLD-1 RNA inh: -6; Yeast superoxide: 92; MCL1 BIM primary: -6; MEX-5 binding: -0.8; ZTA counter: -18; Fam108B counter: 5

What do the screens show for `O=S(=O)(c1ccc(F)cc1)N1CCN(C(=S)NCC2CCCO2)CC1` (stereo not drawn)?
EBNA-1 inhibitor: -8; Efflux pump inh: 0.2; Bcl-xL primary: -4; GLD-1 RNA inh: 14; Yeast superoxide: 107; MCL1 BIM primary: 3; MEX-5 binding: -0.3; ZTA counter: -2; Fam108B counter: -1

What do the screens show for `COC(C(=O)Nc1ccccc1F)c1ccccc1` (stereo not drawn)?
EBNA-1 inhibitor: -14; Efflux pump inh: 0.1; Bcl-xL primary: 7; GLD-1 RNA inh: 7; Yeast superoxide: 87; MCL1 BIM primary: -3; MEX-5 binding: -0.4; ZTA counter: -14; Fam108B counter: -1

Results for COc1ccc(Nc2nc(Cl)nc(Nc3ccc(OC)cc3)n2)cc1 ?
EBNA-1 inhibitor: -11; Efflux pump inh: 0.0; Bcl-xL primary: 4; GLD-1 RNA inh: 2; Yeast superoxide: 115; MCL1 BIM primary: -2; MEX-5 binding: -3.0; ZTA counter: 13; Fam108B counter: 0

What do the screens show for `CCOc1cc(/C=N/NC(=O)CNc2ccc(C)cc2)ccc1OC(=O)c1ccccc1`?
EBNA-1 inhibitor: 8; Efflux pump inh: -0.1; Bcl-xL primary: -1; GLD-1 RNA inh: 1; Yeast superoxide: 107; MCL1 BIM primary: 3; MEX-5 binding: -2.6; ZTA counter: -10; Fam108B counter: -15

Results for CC(=O)Nc1ccc(C(=O)NCCc2ccccc2)cc1 ?
EBNA-1 inhibitor: 3; Efflux pump inh: 0.2; Bcl-xL primary: 2; GLD-1 RNA inh: -2; Yeast superoxide: 104; MCL1 BIM primary: 0; MEX-5 binding: -2.4; ZTA counter: 4; Fam108B counter: 2

What do the screens show for `CCCOc1ccc(CSc2nc3ccccc3[nH]2)cc1`?
EBNA-1 inhibitor: -1; Efflux pump inh: 0.1; Bcl-xL primary: 1; GLD-1 RNA inh: 5; Yeast superoxide: 95; MCL1 BIM primary: 1; MEX-5 binding: 0.9; ZTA counter: 3; Fam108B counter: 1

Results for O=S(=O)(CCN1CCSCC1)c1ccccc1 ?
EBNA-1 inhibitor: 10; Efflux pump inh: 0.0; Bcl-xL primary: 0; GLD-1 RNA inh: 2; Yeast superoxide: 75; MCL1 BIM primary: 1; MEX-5 binding: -0.3; ZTA counter: 11; Fam108B counter: 3

What do the screens show for `COc1cc(S(=O)(=O)NCc2ccc3c(c2)OCO3)c(OC)cc1C`?
EBNA-1 inhibitor: 1; Efflux pump inh: 0.1; Bcl-xL primary: -7; GLD-1 RNA inh: -6; Yeast superoxide: 93; MCL1 BIM primary: -2; MEX-5 binding: -0.8; ZTA counter: -1; Fam108B counter: -1

What do the screens show for `COc1ccc(N2CCN(c3ccc(N4C(=O)COCC4=O)cc3[N+](=O)[O-])CC2)cc1`?
EBNA-1 inhibitor: -15; Efflux pump inh: 0.1; Bcl-xL primary: 2; GLD-1 RNA inh: 2; Yeast superoxide: 103; MCL1 BIM primary: -1; MEX-5 binding: 1.8; ZTA counter: -8; Fam108B counter: -1

What do the screens show for `C=CCc1c(C)nc(-c2ccccc2)nc1N/N=C/c1ccncc1`?
EBNA-1 inhibitor: -12; Efflux pump inh: 0.0; Bcl-xL primary: 4; GLD-1 RNA inh: 0; Yeast superoxide: 105; MCL1 BIM primary: 3; MEX-5 binding: -2.8; ZTA counter: -4; Fam108B counter: 0

Results for O=C(O)CCCCCNC(=O)Cn1nnc2ccccc2c1=O ?
EBNA-1 inhibitor: -2; Efflux pump inh: 0.2; Bcl-xL primary: -1; GLD-1 RNA inh: 5; Yeast superoxide: 103; MCL1 BIM primary: -3; MEX-5 binding: -0.9; ZTA counter: -1; Fam108B counter: -3

Results for O=C(/C=C/c1ccccc1Cl)Nc1cccc(O)c1 ?
EBNA-1 inhibitor: -3; Efflux pump inh: -0.1; Bcl-xL primary: 0; GLD-1 RNA inh: 2; Yeast superoxide: 111; MCL1 BIM primary: 0; MEX-5 binding: -0.9; ZTA counter: -3; Fam108B counter: -2

Results for O=C(N/N=C/c1cccs1)c1cccnc1 ?
EBNA-1 inhibitor: 0; Efflux pump inh: 0.0; Bcl-xL primary: 0; GLD-1 RNA inh: -6; Yeast superoxide: 112; MCL1 BIM primary: 0; MEX-5 binding: 1.4; ZTA counter: -13; Fam108B counter: -9

Results for COc1ccccc1N(CC(=O)NC1CCCC1)C(=O)C1(C)CC(=O)N=C2C=CC(C)=CN21 (stereo not drawn) ?
EBNA-1 inhibitor: 6; Efflux pump inh: 0.0; Bcl-xL primary: 6; GLD-1 RNA inh: -4; Yeast superoxide: 128; MCL1 BIM primary: 0; MEX-5 binding: -0.3; ZTA counter: -1; Fam108B counter: 0

How did CCOC(=O)c1ccccc1NC(=O)c1ccc2c(SCC(=O)O)c3c(nc2c1)CCCC3 do in these assays?
EBNA-1 inhibitor: -12; Efflux pump inh: 0.1; Bcl-xL primary: 4; GLD-1 RNA inh: -3; Yeast superoxide: 137; MCL1 BIM primary: 8; MEX-5 binding: -1.3; ZTA counter: 12; Fam108B counter: -29

How did O=C(NNc1nc(-c2ccc(Br)cc2)cs1)c1ccco1 do in these assays?
EBNA-1 inhibitor: -1; Efflux pump inh: 0.1; Bcl-xL primary: -2; GLD-1 RNA inh: 6; Yeast superoxide: 108; MCL1 BIM primary: 4; MEX-5 binding: -2.7; ZTA counter: 5; Fam108B counter: 4

Results for Cc1ccc(C2N(c3cccc(Cl)c3)C(=O)N3CCCN23)cc1 (stereo not drawn) ?
EBNA-1 inhibitor: 7; Efflux pump inh: -0.1; Bcl-xL primary: -1; GLD-1 RNA inh: -2; Yeast superoxide: 92; MCL1 BIM primary: -2; MEX-5 binding: 0.4; ZTA counter: -2; Fam108B counter: -2
